# EPAC1 ag = EPAC1 (human) agonism. EPAC1 agonist qHTS, biochemical assay; response scale: 100% = response to 6.5 mM cAMP. Potency, µM (doses to about 154 µM), for the others: at the top dose activation, most hits filed as activators. 360,000 tested, 0.073% active; further: potency means the concentration at half of the fitted maximal effect; nearly all actives have a fitted effect of over 60% in size
#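 Normalized to 6.5 mM cAMP, activity reflects EPAC1-catalysed release of BODIPY-GDP from Rap1B, followed kinetically over 30 min at 480 nm excitation, 540 nm emission. Reaction contained 100 nM EPAC1, 250 nM Rap1B-BODIPY-GDP, 50 uM GDP.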
# PI5P4K alpha inh = inhibitors of human PI5P4K alpha; AID 652105; 330,000 tested, 1.2% active; max response, %; PI5P4Kalpha enzyme, ADP-Glo luminescence, 60 min; stronger effect = lower value; active means max response of -50% or lower; inconclusive means between -30% and -50%; inactive means -30% or higher; further: value at the top dose of about 77 µM; on the % scale 0 is the no-effect control and ±100 the full control effect
# Target sequence (P48426 whole entry, looked up): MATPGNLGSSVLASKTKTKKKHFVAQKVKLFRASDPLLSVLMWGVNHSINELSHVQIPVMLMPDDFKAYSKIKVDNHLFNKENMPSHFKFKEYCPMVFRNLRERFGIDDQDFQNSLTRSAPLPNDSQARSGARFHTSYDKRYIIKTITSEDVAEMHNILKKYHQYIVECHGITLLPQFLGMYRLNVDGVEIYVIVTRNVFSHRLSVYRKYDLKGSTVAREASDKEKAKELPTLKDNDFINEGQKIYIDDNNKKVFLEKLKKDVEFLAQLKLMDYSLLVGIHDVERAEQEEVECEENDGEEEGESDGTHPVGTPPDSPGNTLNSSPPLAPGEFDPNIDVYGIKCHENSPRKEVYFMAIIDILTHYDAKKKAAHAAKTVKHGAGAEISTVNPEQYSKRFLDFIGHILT
#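 Controls without substrate or without enzyme flank wells where PI5P4Kalpha converts substrate using 5 microM ATP (final). Incubation lasts 60 minutes at room temperature; ADP formed is read by ADP-Glo luminescence.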
# FUS suppressor = suppressors of FUS proteinopathy in yeast; S. cerevisiae FUS-expressing, growth rescue, OD600, 24 h; 390,000 tested, 0.24% active; Potency, µM (titrated, usually from 76.6 µM), for inactives: top-dose growth rescue (activation), actives largely listed as activators;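 further: potency means the concentration at half of the fitted maximal effect; plate controls were DMSO vehicle for no effect and reference control for full effect; nearly all actives have a fitted effect of over 55% in size; some results filed as inactive show a strong effect at the top dose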
#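 Read-out: OD at 600 nm after 24hr at 30C, reporting rescue of FUS-induced yeast toxicity. Cells at OD 0.005 in galactose (2%) minimal medium; compounds tested in a dilution series; CP55940 titration from 92uM final as control.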
# EPAC1 antagonist = antagonists of human EPAC1 | O95398 | EPAC1 GEF assay, Rap1b-BODIPY-GDP exchange fluorescence | Potency, µM (top dose mostly 115 µM), for inactives: at the highest dose activity change, negative = inhibition, usual class: inhibitors | 360,000 tested, 0.14% active | AID 720709;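 further: potency means the concentration at half of the fitted maximal effect; plate controls were vehicle for no effect and positive control for full effect; nearly all actives have a fitted effect of over 50% in size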
# PLK1 PBD block = inhibitors of human PLK1 polo-box domain binding | AID 720504 | Plk1 PBD binding of FITC phosphopeptide, fluorescence polarization | P53350 | 360,000 tested, 2.8% active | Potency, µM, inactives show max response, negative = inhibition, usual class: inhibitors; further: potency means the concentration at half of the fitted maximal effect; series mostly up to about 57 µM; on the % scale 0 is the no-effect control and ±100 the full control effect; nearly all actives have a fitted effect of over 65% in size
# Target sequence (P53350 whole entry, looked up, the tested form may be a part): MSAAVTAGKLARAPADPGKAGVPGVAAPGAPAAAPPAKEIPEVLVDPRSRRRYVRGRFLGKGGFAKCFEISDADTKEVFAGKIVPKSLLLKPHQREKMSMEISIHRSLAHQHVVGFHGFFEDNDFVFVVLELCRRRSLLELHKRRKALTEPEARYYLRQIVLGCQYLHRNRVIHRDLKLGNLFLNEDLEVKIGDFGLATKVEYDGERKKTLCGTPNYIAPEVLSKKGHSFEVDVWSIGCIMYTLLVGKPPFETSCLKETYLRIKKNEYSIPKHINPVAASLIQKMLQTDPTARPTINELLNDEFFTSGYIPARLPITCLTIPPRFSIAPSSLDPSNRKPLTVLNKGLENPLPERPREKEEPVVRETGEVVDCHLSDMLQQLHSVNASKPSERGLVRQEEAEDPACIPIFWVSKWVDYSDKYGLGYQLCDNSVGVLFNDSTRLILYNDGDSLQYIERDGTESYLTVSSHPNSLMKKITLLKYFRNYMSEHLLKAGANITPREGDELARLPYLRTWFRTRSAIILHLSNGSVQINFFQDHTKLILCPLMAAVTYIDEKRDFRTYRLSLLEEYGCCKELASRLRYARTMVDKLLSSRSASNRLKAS
# IL2 activator = activators of IL-2; IL-2 activation reporter assay, cell-based qHTS; stimulated with anti-CD3/CD4/CD28 beads; in transgenic mouse T cells; activation, % (series mostly up to about 46 µM); 360,000 tested, 0.065% active; AID 652025; in the data active means activation above about 50%; inconclusive means mostly about 30% to 49%; further: 0% is about no effect
#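 First, unstimulated transgenic mouse T cells were exposed to compound for 60 min. Next, anti-CD3/anti-CD4-coated beads with anti-CD28 were added. Finally, after 18 h at 37 degrees C, EGFP and DsRed were imaged.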
# Abeta yeast res = compounds reversing amyloid beta toxicity in yeast; 410,000 tested, 0.063% active; yeast expressing A-beta42, growth rescue, OD600, 48 h; response scale: 0% DMSO, 100% iron-clioquinol control; Potency, µM (titrated, usually from 46.1 µM), for the others: at the top dose growth rescue, most hits filed as activators; further: potency means the concentration at half of the fitted maximal effect; nearly all actives have a fitted effect of over 55% in size
#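 Yeast A-beta toxicity model in growth medium with pinned compounds, 48 h at 30 C; growth read as absorbance at 600 nm. Normalized to FeCl3/clioquinol equimolar mix (positive) and DMSO (negative).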
# WRN inhibitor = inhibitors of human WRN helicase | Q14191 | WRN helicase unwinding, fluorescent forked duplex, kinetic | Potency, µM (titrated, usually from 114 µM), without a hit: top-dose activity change, negative = inhibition, actives largely listed as inhibitors | 360,000 tested, 0.46% active | AID 651768; further: potency means the concentration at half of the fitted maximal effect; on the % scale 0 is the no-effect control and ±100 the full control effect; nearly all actives have a fitted effect of over 55% in size
#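 WRN at 20 nM final preincubated with compound 15 min at room temperature; reaction started with 100 nM fluorophore/quencher forked duplex oligonucleotide and 2 mM ATP final. Unwinding followed kinetically by red fluorescence (ex 525, em 598 nm).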
# * = called active by the depositor; ? = inconclusive; nt = no result given; & = joins results of further samples; [ ] = dose if it differs, or a comment. Unless noted, the call rests on the fitted dose curve; in most records, active means well fitted curve in the direction sought with a large enough effect; inconclusive means small, poorly fitted or top-dose-only effect, or another doubt; inactive means no such curve, though single readings can be large; an effect the other way counts as inactive or inconclusive.
SMILES,EPAC1 ag,PI5P4K alpha inh,FUS suppressor,EPAC1 antagonist,PLK1 PBD block,IL2 activator,Abeta yeast res,WRN inhibitor
O=C(Nc1ccc(F)cc1)Nc1nnc(-c2ccccc2)o1,6%,0,-18%,2%,-6%,0.8,3%,-8%
COC(=O)C1=CN(c2ccc(N3CCOCC3)cc2)C(N)=C(C#N)C1c1cccc(OC)c1OC (stereo not drawn),9%,-2,4%,3%,-13%,0.7,-6%,-1%
C(#CCN1CCOCC1)CCCN1CCOCC1,-6%,1,4%,9%,-1%,-0.7,-36%[inhibitor],3%
CCCN(Cc1cc2cc(C)ccc2[nH]c1=O)C(=O)c1cccc(OC)c1,3%,2,-6%,-6%,1%,-0.3,0%,-1%
CC(=O)N1CCOc2ccc(S(=O)(=O)Nc3cccc(C)n3)cc21,2%,4,-2%,-15%,42µM*,-0.1,10%,-3%
Cc1ccccc1NCC(=O)N/N=C/c1ccc([N+](=O)[O-])cc1,-8%,14,8%,-3%,1%,-1.4,21%,-1%
CCc1ccc2cc3c(cc2n1)C(=O)c1ccccc1-3,0%,3,2%,7%,0%,-0.5,-30%,-6%
COc1ccccc1NC(=O)Cn1c(C)cc(=O)c2cccc(OC)c21,-3%,-6,-14%,-6%,2%,1.2,-7%,-34%
Cc1ccc(C)c2c(N)c3c(nc12)CCCCC3 (tested in a mixture with another compound),6%,5,-5%,10%,-8%,-3.3,-14%,9%
Cc1ccc(-c2nc3c(=O)n(-c4ccccc4)c4c(c(=O)n(C)c(=O)n4C)c3o2)cc1,-1%,-5,-23%,7%,4%,-0.2,-10%,-1%
O=C(Nc1ccccc1)C(c1ccccc1)C1CCCC1 (stereo not drawn),4%,2,17%,?,-21%,4.1,-10%,-35%[57.1 µM]
Cc1cc2c(ncn2Cc2ccccc2)c(NS(C)(=O)=O)c1C,6%,0,2%,3%,-13%,-4.7,-3%,0%
CC1=C(C(=O)Nc2ccc(C(=O)NCCC(C)C)cc2)SCCO1,7%,1,6%,21%,-7%,-0.7,5%,8%
S=C(N/N=C/c1ccco1)NC1CC2CCC1C2 (stereo not drawn),-12%,?,33%,-25%,-6%,1.0,?,-23%
CC(=O)c1cn(CC(=O)NCc2cccnc2)c2ccccc12,7%,nt,-20%,-4%,-1%,1.4,2%,-11%
O=C(/C=C/c1ccc(Cl)c([N+](=O)[O-])c1)Nc1ccc(N2CCCC2)cc1,6%,-10,?,-12%,-10%,-2.5,4%,-20%
Cc1ccc(-n2ncc3c2ncn2c(C)nnc32)cc1C,3%,nt,-5%,-4%,-6%,-0.9,-10%,26%
COc1ccc(CNC(=O)C(=O)NC2CC(C)(C)NC(C)(C)C2)cc1,2%,8,11%,9%,-8%,-0.3,-20%,0%
COc1ccc(CCNC(=O)COC(=O)Cc2cccc(F)c2)cc1,7%,1,-8%,-19%,-3%,-0.4,-11%,4%
Cc1ccc(CCNC(=O)CCNS(=O)(=O)c2ccc3c(c2)c(=O)n(C)c(=O)n3C)cc1,5%,nt,2%,1%,0%,-1.4,8%,-4%
Cn1c(=O)c(=O)n(C)c2cc(S(=O)(=O)N3CCCCCC3)ccc21,0%,nt,10%,5%,4%,0.4,9%,9%
CCOc1c(Nc2cccc(Cl)c2)c(=O)c1=O,-10%,6,-9%,-22%,-17%,-1.9,-4%,-8%
COCCn1c(SCC(=O)Nc2cccc(OC)c2)nc2c(oc3ccccc32)c1=O,6%,5,41%,-10%,1%,-2.1,6%,0%
Cc1ccccc1NC(=O)/C(C#N)=C\c1cccnc1,8%,nt,8%,3%,-8%,-1.8,5%,1%
Cc1ccc(NC(=O)CCC(=O)N/N=C/C=C/c2ccccc2)cc1,-7%,2,10%,-6%,0%,-0.2,-5%,-6%

# Two neighbouring entries already listed:
SMILES,EPAC1 ag,PI5P4K alpha inh,FUS suppressor,EPAC1 antagonist,PLK1 PBD block,IL2 activator,Abeta yeast res,WRN inhibitor
O=C(Nc1ccc(F)cc1)Nc1nnc(-c2ccccc2)o1,6%,0,-18%,2%,-6%,0.8,3%,-8%
COC(=O)C1=CN(c2ccc(N3CCOCC3)cc2)C(N)=C(C#N)C1c1cccc(OC)c1OC (stereo not drawn),9%,-2,4%,3%,-13%,0.7,-6%,-1%

# Records listed above marked active in PLK1 PBD block:
SMILES,PI5P4K alpha inh,EPAC1 antagonist,PLK1 PBD block,IL2 activator,WRN inhibitor
CC(=O)N1CCOc2ccc(S(=O)(=O)Nc3cccc(C)n3)cc21,4,-15%,42µM*,-0.1,-3%

# Further entries
SMILES,EPAC1 ag,PI5P4K alpha inh,FUS suppressor,EPAC1 antagonist,PLK1 PBD block,IL2 activator,Abeta yeast res,WRN inhibitor
C=CCN1C(=O)c2ccc(C(=O)OCC(=O)N(C)C3CCCCC3)cc2C1=O,-3%,-2,4%,-4%,-9%,1.0,-10%,-4%
c1ccc(-c2nnc(CSc3nnc(-c4ccncc4)n3Cc3ccco3)o2)cc1,3%,-16,9%,6%,-10%,0.9,11%,0%
c1ccc(Cn2c(CSc3nnnn3-c3ccccc3)nc3ccccc32)cc1,-4%,nt,3%,11%,-4%,-2.2,12%,0%
COc1ccc(CNC(=O)c2cnc(C)cn2)cc1,-6%,?,1%,7%,-11%,-0.3,12%,-4%[11.6 µM]
CCOC(=O)C1=CC[C@H]2c3c(c4ccccc4n3C)C[C@H]1N2C,-6%,8,-4%,6%,-6%,-1.1,-5%,11%
CSc1ccc(S(=O)(=O)NCCSC(C)(C)C)cc1,-5%,nt,26%,9%,-6%,-1.2,0%,2%
O=C(O)c1ccc(NC2(C(=O)O)CCCC2)cc1,1%,1,nt,4%,0%,-2.4,-20%,-13%
O=C(c1ccc2ccccc2n1)N1CCN(c2ccccn2)CC1,-11%,-6,-45%[inhibitor],3%,?,-1.5,1%,4%
Cn1c(=O)[nH]c(=O)c2c1nc(N1CCOCC1)n2CCSc1nnnn1-c1ccccc1,-1%,3,-17%,-11%,?,-0.9,12%,10%
CC(=O)Nc1cc(C(=O)N(C)Cc2ccco2)ccc1Sc1ccc(Cl)cc1,-1%,5,nt,-5%,-9%,0.3,-5%,-6%
Cc1cc(NC(=O)COC(=O)c2cc(S(=O)(=O)N(C)c3ccccc3)ccc2Cl)no1,19%,1,30%,-10%,-6%,-0.1,-11%,-9%
Cc1[nH]c2ccc(Br)cc2c(=S)c1C/C=C/Cl,-2%,-13,19%,-8%,24µM*,-3.8,8%,-6%
COc1cc2oc(=O)cc(-c3ccc(-c4ccc(CO)cc4)cc3)c2c(OC)c1OC,13%,-1,-12%,?,-13%,-0.9,5%,-11%
CCOc1ccc(CCNC(=O)CN(C)S(=O)(=O)c2cccc3nsnc23)cc1OCC,3%,1,40%,20%,-8%,-1.1,-16%,0%
CC(C)CC(=O)Nc1cccc(-c2nc3ccccc3o2)c1,4%,nt,17%,0%,-6%,-1.1,4%,4%
CSc1cccc(NC(C)=O)c1,10%,10,nt,13%,-8%,0.4,4%,8%
CC1CCCCN1C(=O)C12CCC(C)(C(=O)C1)C2(C)C (stereo not drawn),3%,nt,23%,5%,-2%,-1.3,-3%,-1%
C/C(=N\NC(=O)C1(C)CC1(Br)Br)c1cccc(NC(=O)c2ccc(C)o2)c1 (stereo not drawn),1%,-5,nt,3%,2%,-3.7,-3%,-24%
CCc1cc(=O)oc2c3c(cc(OCC(=O)NC4CC4)c12)OC(C)(C)CC3,-10%,1,11%,1%,-11%,-0.5,-1%,-6%
O=C(N/N=C/c1ccoc1)c1cccc(OC(F)(F)C(F)F)c1,4%,-10,8%,-4%,-7%,0.8,-14%,-2%
CCn1nc(C)c(/C=C/C(=O)Nc2ccc(C)cc2C)c1C,3%,3,28%,12%,0%,-3.7,-3%,-20%
O=C(c1cc2ccccc2oc1=O)N1CCN(Cc2ccc3c(c2)OCO3)CC1,0%,-2,9%,-11%,-3%,-0.8,16%,-5%
Cc1ccc(NC(=O)CN2C(=O)C3C4C=CC(C4)C3C2=O)cc1 (stereo not drawn),1%,7,30%,?,-6%,1.5,-4%,-9%
CCN(CC(=O)Nc1ccccc1C(F)(F)F)C(=O)c1ccc(-n2nc(C)c(CCC(=O)OC)c2C)cc1,-12%,8,?,42%[activator],4%,0.7,1%,-4%
Nc1ccc(C(=O)NC23CC4CC(CC(C4)C2)C3)cc1,5%,-2,51%,-1%,-6%,1.6,14%,-25%
SMILES,EPAC1 ag,PI5P4K alpha inh,FUS suppressor,EPAC1 antagonist,PLK1 PBD block,IL2 activator,Abeta yeast res,WRN inhibitor
COc1ccccc1NC(=O)NCc1ccc(C)n1C,9%,1,2%,3%,2%,-1.5,-12%,-1%
OCCN(Cc1ccccc1)Cc1cccc(C(F)(F)F)c1,2%,nt,13%,-15%,-3%,-2.0,7%,-10%
O=[N+]([O-])c1ccccc1/C=C/CN1CCC(O)CC1,19%,-2,-20%,6%,-8%,0.0,9%,6%
Cc1cc(C)cc(Oc2nc3c(C)cccn3c(=O)c2/C=C(\C#N)C(=O)NC2CCS(=O)(=O)C2)c1 (stereo not drawn),8%,-3,-6%,7%,3%,-0.2,27%,-15%
CCCCc1ccc(NC(=S)NCC2CCCO2)cc1 (stereo not drawn),-5%,2,5%,-8%,-5%,-2.2,13µM*,-10%
Cc1c(C)n2c(SCC(=O)N3CC(C)OC(C)C3)nnc2[nH]c1=O (stereo not drawn),9%,-2,2%,-8%,2%,5.0,1%,0%
NS(=O)(=O)c1ccc(CCNC(=O)c2cc(-c3ccc(Br)cc3)nc3ccccc23)cc1,3%,-1,16%,-1%,2%,-3.0,8%,-4%
CN1CCN(NC(=O)CC(C)(C)C)CC1,-4%,4,-19%,10%,-11%,-0.4,7%,-4%
CC1=CC(C)C2COC(c3ccc[n+](C)c3)C1C2C (stereo not drawn),-4%,1,nt,29%,-2%,1.3,-16%,5%
CCOC(=O)/C(C#N)=C1\C=CN(C)C(C)=N1,-2%,0,2%,-2%,-11%,2.7,-6%,-9%
Cn1nc(C(=O)NCc2ccccc2Cl)c2c1-c1ccccc1S(=O)(=O)C2,-4%,0,25%&8%,13%,2%,-3.3,0%&-4%,-3%
Cc1cc(C(=O)NC2CCCCCCC2)ccc1[N+](=O)[O-],7%,-1,2%,2%,-10%,0.4,-2%,4%
COc1ccc(S(=O)(=O)N(C)C)cc1NCC(=O)Nc1cccc2ccccc12,0%,4,35%,-5%,-1%,-1.7,0%,-10%
Cc1nc2ccc(C(=O)Nc3ccc(N(C)C)cc3)cc2s1,-8%,-9,-14%,-1%,1%,2.1,5%,-23%
COc1ccc2oc(-c3ccc(NC(=O)c4ccc(N5CCOCC5)c([N+](=O)[O-])c4)cc3)nc2c1,10%,10,nt,8%,-11%,-3.5,-4%,4%

# High-throughput results as filed in PubChem BioAssay.
